Bioassay records as filed in PubChem BioAssay.
CaV13 FRET inh = Primary screen for inhibitors of IQ motif and Ca2+-dependent inactivation inhibitor domain binding in CACNA1D, Förster resonance energy transfer in living cells, …; HEK cells, CFP/YFP FRET ICDI-IQ, plate reader, 10 min; percent FRET-ratio fall versus neutral wells; inhibition, % at 12.3 µM; hit rate 0.098% among 340,000; AID 743397;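 active = mean replicate inhibition of at least 30% and at least 1% of replicates passing that level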;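 also: 0% = median of the neutral control wells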
HTR2A ag = activates the mouse 5-HT2A serotonin receptor. P35363. CHO-K1 mHTR2A beta-arrestin complementation, luminescence; percent of 30 µM serotonin response. activation, % at 7.6 µM. hit rate 0.66% among 360,000;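 active = activation above a run cutoff, the mean activation of all tested compounds plus 3 SD, cut at about 14% in these data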;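 also: 0% = plate median of compound wells and 100% = 30 µM serotonin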
Target sequence (P35363 whole entry, looked up): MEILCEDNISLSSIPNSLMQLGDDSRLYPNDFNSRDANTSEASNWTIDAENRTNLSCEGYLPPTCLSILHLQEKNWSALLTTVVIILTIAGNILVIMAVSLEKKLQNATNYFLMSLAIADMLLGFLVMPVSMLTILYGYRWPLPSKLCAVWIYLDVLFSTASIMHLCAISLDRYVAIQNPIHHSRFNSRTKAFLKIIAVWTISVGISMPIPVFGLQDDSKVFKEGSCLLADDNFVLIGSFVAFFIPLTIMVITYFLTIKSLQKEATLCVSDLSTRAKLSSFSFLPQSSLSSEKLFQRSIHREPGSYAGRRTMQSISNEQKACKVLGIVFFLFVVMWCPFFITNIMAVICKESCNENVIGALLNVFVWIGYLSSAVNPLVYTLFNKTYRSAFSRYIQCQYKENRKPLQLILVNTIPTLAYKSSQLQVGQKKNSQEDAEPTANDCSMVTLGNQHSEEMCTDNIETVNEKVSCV
aDG glyco up = increases alpha dystroglycan glycosylation | activation, % at 10 µM | Pro5-aDG cells, alpha-DG glycosylation AlphaScreen (IIH6); 0% Pro5, 100% B10-LARGE cell signal | AID 624168 | hit rate 0.22% among 360,000;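 active = activation of at least 8% versus controls, or a plate z-score of at least 8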;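 also: Pro5 are CHO cells carrying HIG-tagged alpha-DG that lacks glycosylation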
H9c2 protect = myocardial damage modulation in H9c2 cells; protection from H2O2 cell death, % at 20 µM; hit rate 0.63% among 360,000; AID 588492; H9c2 cardiomyocytes, H2O2 injury protection, ATPLite, 2 h;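 active = compounds giving at least 50% protection of heart cells from peroxide-induced death in the single-dose screen, raw or plate-pattern-corrected value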;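 also: 0% = DMSO wells with peroxide and 100% = DMSO wells without peroxide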
PDI turbidity = blocks human protein disulfide isomerase activity; P07237; PDI insulin aggregation turbidity, A650, 90 min; inhibition, % at 10 µM; hit rate 0.052% among 350,000;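 active = mean inhibition across replicates of 30% or more, whatever share of single replicates reach that level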;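 also: absorbance from insulin aggregation driven by PDI reduction with DTT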
Target sequence (P07237 whole entry, looked up): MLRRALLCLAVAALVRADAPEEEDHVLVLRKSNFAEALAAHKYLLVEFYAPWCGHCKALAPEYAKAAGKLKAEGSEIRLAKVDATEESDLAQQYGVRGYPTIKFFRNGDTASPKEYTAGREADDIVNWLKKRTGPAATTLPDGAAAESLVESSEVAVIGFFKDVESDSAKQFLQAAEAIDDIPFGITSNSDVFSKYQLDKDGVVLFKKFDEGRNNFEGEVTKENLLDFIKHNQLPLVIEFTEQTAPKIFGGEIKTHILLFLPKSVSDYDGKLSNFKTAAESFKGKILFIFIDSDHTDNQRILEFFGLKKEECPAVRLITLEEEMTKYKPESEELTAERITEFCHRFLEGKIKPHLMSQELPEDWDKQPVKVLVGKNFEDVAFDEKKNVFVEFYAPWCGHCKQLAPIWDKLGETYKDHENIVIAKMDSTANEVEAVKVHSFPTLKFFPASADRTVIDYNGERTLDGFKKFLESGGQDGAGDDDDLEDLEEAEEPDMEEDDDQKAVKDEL
iPSC survival up = enhancers of human iPSC single-cell survival; survival enhancement, % at 20 µM; hiPSC single-cell survival, ATPlite luminescence; 100% = ROCK inhibitor wells, 0% = DMSO; hit rate 0.044% among 360,000; in the data active = survival enhancement above about 18%;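 also: cells exposed to compounds for 16 hours before the ATP read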
Vif inh = inhibitors of HIV Vif. inhibition, % at 7.49 µM. hit rate 0.35% among 340,000. HEK293T cells, Vif self-association by quenched fluorescence, imaging, 24 h; in the data active = inhibition above about 50%, passing the limit was not always enough; also: some results filed as inactive read as strong as hits
Glyco luc inh = blocks N-linked glycosylation in D54 reporter cells | D54 ERlucT glycosylation luciferase reporter, 24 h; percent of 100 nM tunicamycin response | reporter increase, % at 12.5 µM | hit rate 0.23% among 360,000 | AID 588692;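 active = mean luciferase reporter signal, scaled so untreated is 0 and the glycosylation-blocking control 100, at or above a set limit in every replicate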;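 also: luciferase carries N-glycosylation sites so blocking glycosylation raises the light; 0% = median of neutral control wells and 100% = median of 100 nM tunicamycin wells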
Granule exo inh = lytic granule exocytosis inhibition | hit rate 0.66% among 360,000 | AID 651702 | inhibition, % at 10 µM | TALL-104 LAMP-1 surface exposure, flow cytometry; cells stimulated with thapsigargin and PMA;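 active = inhibition above about 55%, limit read from the data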
ABCB6 inh MLPCN = inhibitors of human ABC transporter ABCB6; AID 602162; fluorescence ratio to DMSO, % at 10 µM; hit rate 0.19% among 360,000; K562-ABCB6 porphyrin accumulation, flow cytometry, 1 h; stronger effect = lower value;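 active = fluorescence ratio to DMSO below 75%, the collection mean minus 3 SD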;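 also: signal is porphyrin accumulated inside mitochondria; 100% equals median channel fluorescence of DMSO control wells; lower ratio means ABCB6 inhibition with less porphyrin fluorescence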
An asterisk follows results filed as active; . = no result given.

SMILES	CaV13 FRET inh	HTR2A ag	aDG glyco up	H9c2 protect	PDI turbidity	iPSC survival up	Vif inh	Glyco luc inh	Granule exo inh	ABCB6 inh MLPCN
COc1cccc(C(=O)NNC(=O)c2ccccc2)c1	-3	0	0.0	-4	-1	-0.4	-4	-2	-6	99
CCOC(=O)c1cnc(-n2nc(C)cc2C)nc1Nc1ccc(O)cc1	0	3	-0.1	-27	1	0.0	20	-8	28	93
CC1CN(S(=O)(=O)c2cccc(C(=O)NCc3ccccn3)c2)CC(C)O1 (configuration not stated)	-6	3	0.0	3	2	0.3	0	0	-2	100
Cc1sc2nc(C3CC3)nc(N3CCN(C(=O)c4ccc(F)cc4)CC3)c2c1C	-7	2	0.1	-1	0	-0.5	-15	-2	19	100
CCCCNCC#CCOc1cc(C)ccc1C(C)C	-1	-1	1.4	-9	1	-0.8	-2	-2	13	90
Cn1nnnc1SCC(=O)N1CCN(c2cccc(Cl)c2)CC1	-1	6	0.0	7	-5	1.5	8	1	-3	89
O=P(COCCOCCOCCOCP(=O)(c1ccccc1)c1ccccc1)(c1ccccc1)c1ccccc1	3	0	0.2	-2	-5	-0.6	-2	-1	2	102
CN(CC(=O)Nc1cccc(F)c1)C(=O)CN1C(=O)C2CCCCC2C1=O (configuration not stated)	-3	-6	0.0	1	3	-0.4	31	6	3	98
COc1ccc(S(=O)(=O)Nc2c(NC3CCCCC3)c3ccccc3oc2=O)cc1Cl	-14	5	0.0	-2	-7	0.9	-7	-1	5	96
O=C(CSC1=NCCS1)Nc1cccc(F)c1	-3	0	-0.3	-6	-7	-1.0	12	2	6	99
Cc1ccc(CNC(=O)COc2ccc(S(=O)(=O)N3CCOCC3)cc2)cc1	-1	-1	-0.2	-5	1	-0.3	6	1	13	99
CCOC(=O)c1c(NC(=O)C[n+]2ccc(N(C)C)cc2)sc(C)c1C	12	0	0.0	-12	-7	1.1	0	1	1	99
Cc1csc(CNC(=O)c2ccc(OC3CCN(CCc4ccccc4)CC3)cc2)n1	-4	-11	0.1	-4	-8	-0.1	-1	-7	7	88
CC[C@@H](C)C(NC(=O)OC(C)(C)C)c1cn([C@@H](CCCCNC(=O)OC(C)(C)C)C(=O)N2CCN(C(=O)OC(C)(C)C)CC2)nn1 (some centres not stated)	-7	-3	-0.4	13	-1	-2.4	-11	-2	-2	98
Cc1cccc(C2c3[nH]c4ccccc4c3CCN2C(=O)c2cc(-c3cccn3C)n[nH]2)n1 (configuration not stated)	-7	-4	-0.4	2	-1	0.7	4	7	1	101
CC1(C)N=c2ccc([N+](=O)[O-])c(N)c2=[N+]1[O-]	-5	3	0.4	-4	-3	-0.8	-5	7	-3	95
O=C(CCCC(=O)NCc1ccccc1)NCc1ccccc1	-19	2	0.2	0	-7	0.5	-2	1	12	105
Cn1c(=O)c2sccc2n2c(CCCC(=O)NCc3ccc4c(c3)OCO4)nnc12	-5	3	0.0	4	-3	3.6	7	2	1	91
COc1cc2c(cc1OC)/C(=C/C(=O)c1cccc([N+](=O)[O-])c1)NCC2	-4	-4	-0.2	38	-5	0.7	-2	-1	12	90
C#Cc1ccc([C@H]2C=C(C(=O)NC3CC3)O[C@@H](OCC)[C@@H]2CCCO)cc1	-4	-3	-0.3	5	2	1.6	0	2	13	96
CCOc1ccc(NC(=O)CCC(=O)NNC(=O)c2cccc([N+](=O)[O-])c2)cc1	-7	3	0.0	4	-70	-0.7	1	3	2	92
COc1ccc(CN2C(=O)c3cccnc3C2=O)cc1S(=O)(=O)NC1CCCCC1C (configuration not stated)	-6	1	0.1	3	-8	0.4	11	0	-1	99
CCOc1cc(/C=N/NC(=O)c2ccncc2)ccc1OC(=O)c1ccc([N+](=O)[O-])cc1	.	-3	0.0	8	6	-1.4	-10	2	-1	112
O=[N+]([O-])c1ccc2oc(C(O)c3cccc(Cl)c3)cc2c1 (configuration not stated)	-18	-4	-0.2	-4	-3	-0.3	8	-5	-8	101
COc1ccc(C(C)C)cc1S(=O)(=O)NCC1CCCO1 (configuration not stated)	-6	-1	-0.1	6	2	-0.6	1	-1	-5	100

An excerpt from above, limited to Glyco luc inh, ABCB6 inh MLPCN and Vif inh:
Molecule,Glyco luc inh,ABCB6 inh MLPCN,Vif inh
CC1(C)N=c2ccc([N+](=O)[O-])c(N)c2=[N+]1[O-],7,95,-5
O=C(CCCC(=O)NCc1ccccc1)NCc1ccccc1,1,105,-2

Next structures:
SMILES	CaV13 FRET inh	HTR2A ag	aDG glyco up	H9c2 protect	PDI turbidity	iPSC survival up	Vif inh	Glyco luc inh	Granule exo inh	ABCB6 inh MLPCN
Cc1ccc(C)c(NC(=O)CN(C)C(=O)[C@@H](NC(=O)c2ccc(C(C)(C)C)cc2)C(C)C)c1	-8	-3	1.0	12	-4	-0.8	-7	-2	2	100
COc1ccc(/C=C2\Cc3ccccc3C2=O)cc1OC	-20	-5	-0.1	13	-2	-0.7	-4	6	1	85
Cc1nc2cc(-c3ccc(Cl)cc3)nn2c(C)c1CCC(=O)NC(C)c1ccc2c(c1)OCCO2 (configuration not stated)	-5	8	0.1	-6	1	-3.2	-15	-5	-4	103
Cc1cc2c(cc1C)-n1nnnc1C(N1CCN(C(=O)OCc3ccccc3)CC1)C(=O)N2 (configuration not stated)	-7	10	1.0	.	.	.	.	.	-6	.
Cc1cc(N)n(-c2ccc(S(=O)(=O)c3ccc(C(C)C)cc3)cc2)n1	-1	7	0.1	-2	3	-0.4	-1	-1	0	101
Cc1c(Cl)cccc1NC(=O)CCCN1C(=O)c2cccnc2C1=O	-7	0	-0.1	1	-5	-0.4	-1	0	-1	98
COc1ccc(/C=N/N=C2/NC(=O)C(c3ccccc3)(c3ccccc3)S2)cc1	-9	0	-0.2	8	-8	-0.2	-3	3	-5	105
CCn1c(CC(=O)Nc2ccccc2F)nnc1SCC(=O)Nc1nnc(C)s1	-3	-1	-0.1	2	5	-0.6	28	1	-9	99
N#Cc1ccc(/C=C/C(=O)c2ccc3c(c2)OCO3)cc1	-3	6	0.7	-14	-1	-3.7	5	10	-2	94
COc1ccc(C(F)(F)F)cc1N/C=C\c1nnnn1-c1ccccc1	-4	-1	-0.5	-6	7	-2.4	-5	2	-1	96
C=C1CCN([C@@H](CC(C)C)C(=O)O)S(=O)(=O)c2ccccc21	-11	-1	-0.1	16	-3	1.2	-1	2	8	96
O=C(c1cc(-c2ccc(O)cc2)on1)N1CCc2ccccc2C1	-2	-8	-0.2	-18	.	-1.7	11	0	4	107
CCOc1ccc(CNC(=O)CCC(=O)N2Cc3ccccc3Oc3ncccc32)cc1	-1	1	0.0	3	-2	-0.3	3	-1	-1	96
O=C(OCc1cn(-c2ccc(Cl)c(Cl)c2)nn1)c1ccccc1	-3	4	0.0	-7	15	-0.3	4	3	-4	97
COCc1cccc(-c2csc(C(O)c3ccc(F)c(F)c3)n2)c1 (configuration not stated)	-6	1	0.6	-9	2	3.1	-12	-3	-1	93
Cc1cc(C)c(NC(=O)CNC(=O)c2cc(C3CC3)nn2-c2ccccc2)c(C)c1	-6	12	0.0	-1	-1	1.1	-13	0	19	99
O=C(c1nc2ccc(Cl)cn2c1CN1CCC(O)CC1)N1CCc2ccccc2C1	-12	-9	-0.1	5	7	0.0	3	3	-2	104
COc1ccc(S(=O)(=O)NC(CC(=O)NCc2ccc3c(c2)OCO3)c2ccco2)cc1 (configuration not stated)	-2	-4	-0.1	-2	-1	8.6	-5	-2	3	92
Cc1ccc(O)c(CN(C)Cc2cc(C)ccc2O)c1	-5	-6	0.0	2	-1	2.1	16	-2	0	100
O=C(Cn1[nH]c(=O)c2ccccc2c1=O)OCC(=O)c1ccccc1Cl	-2	2	-0.1	22	-5	-0.1	6	-1	-5	102
CCCS(=O)(=O)NC(=O)C1(C)CCN(C(=O)c2sccc2C)C1 (configuration not stated)	-5	5	-0.3	3	4	0.1	7	-1	0	85
O=C(CSc1ccc(Cl)cc1)Nc1ccc(N2CCN(C(=O)c3ccco3)CC2)cc1	.	-2	0.8	-4	9	-0.9	-14	-7	10	96
Cc1ccc2c(c1)c1c(n2CC(O)CNC(C)(C)C)CCCC1 (configuration not stated)	-43	1	0.1	-4	-2	-3.7	-18	4	-11	103
CCCCN(C)c1c(C)nc2ccc(C(=O)NCCOc3ccc(OC)cc3)cn12	.	-2	1.6	-20	6	1.8	-25	-1	2	100
NS(=O)(=O)c1ccc(CCNC(=O)C2Cc3ccccc3CN2C(=O)c2ccco2)cc1 (configuration not stated)	-5	-8	0.0	-1	-1	9.3	15	-1	0	93

The list goes on.
SMILES	CaV13 FRET inh	HTR2A ag	aDG glyco up	H9c2 protect	PDI turbidity	iPSC survival up	Vif inh	Glyco luc inh	Granule exo inh	ABCB6 inh MLPCN
O=C(O)CCC(=O)N1CCc2cc(S(=O)(=O)N3CC=C(c4ccccc4)CC3)ccc21	-3	-7	-0.2	4	.	0.9	-8	3	-8	88
O=C(NCc1ccccc1)/C(=C\c1cccc([N+](=O)[O-])c1)NC(=O)c1ccco1	-5	-3	1.0	-2	-9	-3.2	3	-1	-5	99
O=C(NN=Cc1ccccc1)C(Oc1ccccc1)c1ccccc1 (configuration not stated)	-10	11	0.0	-9	7	9.9	-4	-2	1	95
Cc1ccc(S(=O)(=O)N2CCN(S(=O)(=O)c3ccc(C)cc3)C2)cc1	-5	-4	0.4	-8	-6	-0.8	-9	-2	1	92
Cc1csc(SCC(=O)NC23CC4CC(CC(C4)C2)C3)n1	-5	-3	0.1	4	-3	6.2	18	0	-5	92
COc1ccc(-c2[nH]c3ccccc3c2SCCNC(=O)c2cc3ccccc3oc2=O)cc1	-6	-4	3.3	29	.	-0.1	.	-1	3	101
COc1ccc(C(=O)N2CC=C(c3ccccc3)CC2)cc1S(=O)(=O)N1CCOCC1	.	-6	-0.2	20	-1	0.0	9	-1	-2	95
Nc1nc(Cl)c(C=O)c(N2CCCCC2)n1	6	3	0.3	6	-1	0.7	-5	0	2	98
COc1ccc(CN2CCN(Cc3ccc(C)cc3)C(CCO)C2)cc1OC (configuration not stated)	-7	-4	0.0	-4	4	-0.4	-4	-1	-4	94
CCOC(=O)c1c(C)[nH]c(C)c1C(=O)CSc1nnnn1-c1ccccc1	-3	-1	0.1	-7	-1	1.4	.	0	5	95
O=C(N/N=C/c1c(O)n(-c2ccccc2Cl)c(=O)c2ccccc12)C1COc2ccccc2O1 (configuration not stated)	.	0	-0.2	68*	5	0.2	-5	3	-1	110
CC(C)N1CCN(Cc2cn[nH]c2C2CCCCC2)CC1CCO (configuration not stated)	13	-1	0.0	-4	1	0.4	16	1	2	95
Cc1cc2ncn(C(=O)N3CCCCC3)c2cc1C	-9	-3	0.2	2	0	-0.1	-2	-1	6	96
CC(=O)Nc1nc(-c2ccc3c(c2)CCN3C(=O)C2CC2)c(C)s1	-5	3	-0.2	3	4	-0.5	7	5	-8	91
COc1ccc(NC(=O)N(Cc2ccc(C)cc2)Cc2cccnc2)c(OC)c1	-6	4	0.5	1	-2	0.1	-1	-2	10	101
Cc1ccc(C(=O)Nc2ccc(C(=O)N/N=C/c3c[nH]c4ccccc34)cc2)cc1	-3	-7	0.7	50	-2	1.2	3	-3	3	98

Three entries from above, ordered by their value in HTR2A ag, rising.
SMILES	HTR2A ag
COc1ccc(C(=O)N2CC=C(c3ccccc3)CC2)cc1S(=O)(=O)N1CCOCC1	-6
Cc1cccc(C2c3[nH]c4ccccc4c3CCN2C(=O)c2cc(-c3cccn3C)n[nH]2)n1 (configuration not stated)	-4
Cn1nnnc1SCC(=O)N1CCN(c2cccc(Cl)c2)CC1	6
